Dicer processing: inhibitors of Dicer pre-microRNA processing, primary screen, biochemical, cat-ELCCA, chemiluminescence; cat-ELCCA pre-miR-21 Dicer processing; stronger effect = higher value; Endoribonuclease Dicer (Homo sapiens), Q9UPY3; 47,000 compounds, 6% hits; z-score at 25 µM; in the data active = z-score above about 3, passing the limit was not always enough;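 note: plate controls were vehicle for no effect and no enzyme for full effect; higher signal means more uncleaved substrate so more Dicer inhibition; strong numbers were not always called active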
Numbers without * were called inactive; & = joins results of further samples. A portion of the library; rates above refer to the full screens.

| Molecule | Dicer processing |
| --- | --- |
| CCCOCCOC(=O)C1=C(C)NC2=C(C(=O)CCC2)C1c1ccc(OC)cc1OC (configuration not stated) | -0.64 |
| CCOC(=O)C/C(=N/Nc1ccccc1)C(F)(F)F | -0.73 |
| CC(C)[C@@H]1CC[C@@H](C)C[C@@H]1P(=O)(c1ccccc1)c1ccccc1 | -1.83 |
| O=C1c2cccc3c(Br)ccc(c23)C(=O)N1CCc1ccccn1 | 23.8 |
| COc1ccc(CCNc2oc(COc3ccc(OC)cc3)nc2C#N)cc1 | 1.21 |
| O=[N+]([O-])c1cc(C(F)(F)F)ccc1Oc1ccc(Cl)cc1Cl | -0.87 |
| CC(C)(C)c1cc2c(=O)[nH]nc(N)c2c(=O)[nH]1 | -0.33 |
| Cc1ccc(S(=O)(=O)N(C)Cc2nc(-c3ccccc3)no2)cc1 | 1.21 |
| Cc1cc(C)c2ccc(=O)n(CC(=O)N/N=C/c3ccccc3Cl)c2n1 | -0.78 |
| Cc1c(Cl)cccc1NC(=S)N(N)CCO | 1.24 |
| COC(=O)c1c(C)oc(C)c1S(=O)(=O)NCc1csc2ccc(Cl)cc12 | 2.17 |
| Cc1nn(C)c(NN2C(=O)c3cccc4cc([N+](=O)[O-])cc(c34)C2=O)c1[N+](=O)[O-] | -0.06 |

Taken from the entries so far for reference:
| Molecule | Dicer processing |
| --- | --- |
| Cc1c(Cl)cccc1NC(=S)N(N)CCO | 1.24 |
| COC(=O)c1c(C)oc(C)c1S(=O)(=O)NCc1csc2ccc(Cl)cc12 | 2.17 |
| Cc1nn(C)c(NN2C(=O)c3cccc4cc([N+](=O)[O-])cc(c34)C2=O)c1[N+](=O)[O-] | -0.06 |

Next part.
| Molecule | Dicer processing |
| --- | --- |
| COc1ccc(C2C(C(=O)c3cc4ccccc4o3)=C(O)C(=O)N2CCN(C)C)cc1OC (configuration not stated) | -0.87 |
| Clc1ccc(-c2cn3cc(Cc4ccccc4)sc3n2)cc1 | 2.41 |
| Cc1noc(C)c1C(=O)N1CCCCC1c1ccccn1 (configuration not stated) | -1.45 |
| O=C(O)CC(CC(=O)Nc1cccc2c1CCCC2)c1ccccc1 (configuration not stated) | 0.04 |
| c1ccc(OCc2nc3ccccc3n2Cc2ccccn2)cc1 | 0.35 |
| Nc1c(C(=O)c2ccccc2)sc2nc3c(c(-c4cccs4)c12)CCCC3 | -0.13 |
| O=C(O)CCNC(=O)c1ccc(N=Nc2ccc(O)c(C(=O)O)c2)cc1 | -0.4 |
| Clc1ccccc1CN1CCN(CC2CC3C=CC2C3)CC1 (configuration not stated) | 0.88 |
| CC(Oc1ccc(Cl)cc1)c1n[nH]c(=S)n1-c1ccccc1 (configuration not stated) | 0.49 |
| CC1(C)CCc2cc(S(=O)(=O)N(Cc3ccccn3)Cc3ccccn3)ccc2O1 | 0.4 |
| NC(=O)c1sc2nc3c(cc2c1N)CCCCC3 | 0.84 |
| Fc1ccc(-c2cn(-c3ccccc3)c3[n+]2CCS3)cc1 | -1.99 |
| c1ccc2c(c1)N=C1CCCCC1C1(CCCCC1)N2 (configuration not stated) | -0.49 |
| CC(C)(C)c1ccc2c(c1)CN(c1ccc(C(=O)O)cc1)CO2 | 3.86* |
| Cc1ccc(N2C(=O)CC(Sc3ncn[nH]3)C2=O)cc1C (configuration not stated) | 0.32 |
| C=CCSc1nnc(-c2ccc(O)cc2)o1 | -0.83 |
| COc1ccccc1-c1c(C)c(CC(C)C)nc(N)c1C#N | 0.37 |
| Cc1ccc(C2C(C#N)=C(N)Oc3cc(O)ccc32)cc1 (configuration not stated) | 1.32 |
| C[C@@H](O)[C@H]1C(=O)N2C(C(=O)O)=C(SCCN=CN)C[C@H]12 | -2.43&-1.02 |
| C#CCSc1ccccc1C1=NCCCN1 | 0.68 |
| O=C(CCCSc1nc(-c2ccco2)cc(C(F)(F)F)n1)NCc1ccccn1 | 0.64 |
| CCOc1ccc(/C(O)=C2/C(=O)C(=O)N(CCCN(C)C)C23C(=O)N(CC)c2ccccc23)cc1 (configuration not stated) | -0.29 |
| c1ccc(C(NCc2cccs2)c2ccccc2)cc1 | -0.9 |
| Oc1ccccc1/C=N/c1nccs1 | -0.85 |

Four of the compounds above, with each value named.
> C#CCSc1ccccc1C1=NCCCN1
  Dicer processing: 0.68
> C=CCSc1nnc(-c2ccc(O)cc2)o1
  Dicer processing: -0.83
> C[C@@H](O)[C@H]1C(=O)N2C(C(=O)O)=C(SCCN=CN)C[C@H]12
  Dicer processing: -2.43&-1.02
> O=C(CCCSc1nc(-c2ccco2)cc(C(F)(F)F)n1)NCc1ccccn1
  Dicer processing: 0.64

The list continues:
| Molecule | Dicer processing |
| --- | --- |
| CC(C)(C)c1ccc(Oc2cnn(-c3ccccc3)c(=O)c2Cl)cc1 | -1.04 |
| COc1cc2c(cc1OC)N1C(=O)CC(OCC(=O)O)C3C4CC5(CCN5C(=O)C4=O)C2C31 (configuration not stated) | 2.09 |
| O=C(Nc1ncc2c(n1)CC(c1cccc(Cl)c1)CC2=O)c1ccccc1 (configuration not stated) | 0.54 |
| CC(C)CC(NC1CCS(=O)(=O)C1)C(=O)O (configuration not stated) | 1.21 |
| O=S(=O)(c1ccc(Cl)c(Cl)c1)c1ccccc1-c1ccccc1 | -0.77 |
| FC(F)(F)c1cnc(SCc2c(Cl)cccc2Cl)c(Cl)c1 | 0.05 |
| CCOC(=O)C1C(=O)Nc2nc3ccccc3n2C1C(C)C (configuration not stated) | -0.55 |
| CCOC(=O)C1=C(C)NC2=C(C(=O)CC(C)(C)C2)C1c1cc(OC)ccc1OC (configuration not stated) | -1.05 |
| CCNC(=O)N1c2c(C)cc(C)cc2C(C)=CC1(C)C | -1.23 |
| Nc1nc2c(c(C(F)(F)F)n1)CCc1ccccc1-2 | -1.21 |
| CN(C(=O)C1CCC1C(=O)O)c1nc(-c2ccc(Cl)s2)cs1 (configuration not stated) | 0.07 |
| Cc1cc(NCCCCO)n2c(nc3ccccc32)c1C#N | 0.91 |

Given with each value named: part of the list above
c1ccc(C(NCc2cccs2)c2ccccc2)cc1
  Dicer processing: -0.9

Oc1ccccc1/C=N/c1nccs1
  Dicer processing: -0.85

CC(C)(C)c1ccc(Oc2cnn(-c3ccccc3)c(=O)c2Cl)cc1
  Dicer processing: -1.04

Going on with the list.
| Molecule | Dicer processing |
| --- | --- |
| Cc1cc(C2=CSC3=NCCCN23)ccc1Cl | -0.65 |
| O=S(=O)(Nc1ccc(O)c(-c2c(O)ccc3ccccc23)c1)c1ccc(Cl)cc1 | 8.46* |
| COc1ccc(C2C3CCc4ccccc4C3=NN2C(=O)CN2CCN(C)CC2)cc1 (configuration not stated) | -5.23 |
| O=C(/C=C/c1cccs1)Oc1c(Br)cc(Br)cc1Br | -1.17 |
| O=C1OC(CN2CCOCC2)CN1/N=C/c1ccc([N+](=O)[O-])o1 (configuration not stated) | -0.45 |
| CNC(=O)c1ccccc1Sc1ccc(OC)cc1C(=O)NC | -0.3 |
| Cc1noc(C)c1C(=O)Nc1ccc(-n2ccc(C(F)(F)F)n2)cc1 | 0.14 |
| COc1ccc(N2C(=O)C3ON(c4ccccc4)C(c4ccccc4O)C3(C)C2=O)cc1 (configuration not stated) | 3.95* |
| CC1=C(C(=O)OC2CCCC2)C(c2ccccc2C)C2=C(CC(C)(C)CC2=O)N1 (configuration not stated) | -0.83 |
| O=C(CC1SC(=O)NC1=O)Nc1ccc(C(=O)O)cc1 (configuration not stated) | 2.68 |
| Cc1c(-c2ccccc2)nc2sc3c(c2c1N)CCCC3 | 2.34 |
| CSc1nsc(SC)c1C(=O)NC(C)C | 0.86 |
| CC(C)(C)N1CN=C(SCc2ccc(Cl)cc2)NC1 | -0.24 |
| CSc1ccccc1NC(=O)CCSc1nc(-c2ccco2)cc(C(F)(F)F)n1 | -1.02 |
| COCc1cc(=O)[nH]c(SCC(=O)c2ccc(-c3ccccc3)cc2)n1 | -0.68 |
| CC(C)(C)c1cc(C(=O)Nc2cccnc2)cc(C(=O)Nc2cccnc2)c1 | -0.65 |
| CCOC(=O)N/N=C1\CC(C)S(=O)(=O)c2ccc(Cl)cc21 (configuration not stated) | -0.79 |
| CC1(C)CC(/C=C/c2ccccc2)=Nc2ccccc2N1 | -0.74 |
| CC(C)OC(=O)C1C2C=CC3(CN(Cc4ccco4)C(=O)C13)O2 (configuration not stated) | 1.33 |
| O=C(CSc1nnc2scc(-c3ccccc3)n12)c1ccccc1 | -1.05 |
| CCOC(=O)CSC(=NC)NNC(=O)c1c(C)nc2cc(C)ccn12 | -0.21 |
| O=C(NCCc1c[nH]c2ccccc12)C(=O)NCC1CCCO1 (configuration not stated) | -1.03 |
| Cc1ccc(C(=O)NC(Nc2cc(C)on2)(C(F)(F)F)C(F)(F)F)cc1 | 0.37 |
| O=C(OCCO)c1cccc2c1-c1ccccc1C2=O | 0.34 |
| COC(=O)C1=C(C)NC2=C(C(=O)c3ccccc32)C1c1ccccc1OCc1cccc(F)c1 (configuration not stated) | -0.04 |
| CO/C=N/c1nc2c(s1)CCc1ccccc1-2 | 0.4 |
| O=C(COC(=O)C1C2CCC(C2)C1C(=O)c1ccccc1)c1ccc(Cl)cc1 (configuration not stated) | 0.04 |
| O=C(Cn1nnc(N2CCOCC2)n1)NNC(=S)NC(=O)C1CC1 | 2.27 |
| CCOC(=O)C1=C(C)NC2=C(C(=O)CCC2)C1c1ccc(C)s1 (configuration not stated) | -0.22 |
| COC(=O)c1ccc(Cn2cnc([N+](=O)[O-])n2)cc1 | -0.33 |
| Cc1ccc(CSC2=NCN(C(C)(C)CC(C)(C)C)CN2)cc1 | -0.89 |
| CSc1nnc(COc2ccc(C)c3c2CCC3)n1-c1ccccc1 | -0.78 |
| COc1nc(-c2ccccc2)cc(-c2ccccc2)n1 | 1.77 |
| O=C(Nc1ncc(Cc2ccccc2Cl)s1)c1cc2ccccc2c(=O)o1 | 0.03 |
| COC(=O)c1sc(-c2cccs2)cc1NS(=O)(=O)c1cn(C)cn1 | 2.66 |
| Cc1cc2n(n1)C(c1ccc(O)cc1)Nc1ccccc1-2 (configuration not stated) | 1.42 |
| Cc1ccc(N2N=C(N)CC2=O)cc1 | 2.39 |
| COc1cccc(/C=C2\N=C(SC)SC2=O)c1OCc1ccccc1 | 0.49 |
| c1ccc(-c2cc(NCCN3CCCCC3)c3ccccc3n2)cc1 | 0.36 |
| O=C(Cn1nnc2sc3c(c2c1=O)CCCC3)Nc1ccc(Cl)cc1 | -0.06 |
| Cc1nc(-c2nnc(Sc3ccc(C(F)(F)F)cc3[N+](=O)[O-])n2C)cs1 | -0.07 |
| CC(=O)OCCNc1cc(Cl)c2noc3c2c1C(=O)c1ccccc1-3 | 3.24* |
| COC(=O)C1C(=O)NC(SCc2ccccc2)=C(C#N)C1c1ccccc1Cl (configuration not stated) | 1.71 |
| CCCn1c2ccccc2c2nnc(SCC(=O)OC)nc21 | 0.93 |
| Cc1[nH]c2c(C)cccc2c(=O)c1CN1CCCCC1C (configuration not stated) | -0.72 |
| COC(=O)c1ccc(Cn2nc([N+](=O)[O-])cc2C)cc1 | 0.16 |
| CC(=O)c1cc([N+](=O)[O-])c(Sc2cccc(Cl)c2Cl)s1 | -2.26 |
| O=c1c2cc([N+](=O)[O-])ccc2oc2ncccc12 | -0.58 |
| COc1ccc2nc(Sc3c([N+](=O)[O-])nc(C)n3Cc3ccccc3)[nH]c2c1 | -1.2 |
| CCOC(=O)C(=CNNS(=O)(=O)c1ccc(Cl)cc1)C(=O)OCC | -0.85 |
| O=C(CS(=O)(=O)Nc1ccc(Cl)cc1)CS(=O)(=O)Nc1ccc(Cl)cc1 | 2.85 |
| Cc1cc(O)c(C(=O)c2cnc3c(c2)COc2ccccc2-3)cc1Cl | 2.3 |
| Oc1ccc(Oc2c(Cl)cncc2Cl)cc1 | -2.19 |
| CN1C2CC(OC(=O)[C@H](CO)c3ccccc3)CC1C1OC12 (some centres not stated) | -0.93 |
| CCOC(=O)Oc1ccc2oc(C)c(C(=O)OCCOC)c2c1 | 0.54 |
| Cc1c(Cl)cccc1NC(=S)N/N=C/c1ccccc1Cl | 0.17 |
| Cc1ccc(S(=O)(=O)NNC(=S)Nc2ccccc2)cc1 | 0.06 |
| NNC(=O)CSCc1c(Cl)cccc1Cl | 0.86 |
| CCCCC1(C2CC(=O)N(c3ccccc3)C2=O)C(=O)N(c2ccccc2)N(c2ccccc2)C1=O (configuration not stated) | 1.04 |
| FC(F)(F)c1ccc2nc(SCc3cc(Cl)cc4c3OCOC4)[nH]c2c1 | -0.76 |

(list continues)
| Molecule | Dicer processing |
| --- | --- |
| COC(=O)CSc1nc(N)cc(=O)[nH]1 | 2.74 |
| O=C(NNc1ccccc1C(F)(F)F)NS(=O)(=O)c1ccc(Cl)cc1 | -0.15 |
| COc1ccc(-c2nnc(SCC(=O)c3ccccc3)o2)cc1 | -0.34 |
| CC(C)c1nc2cc3sc(C(C)C)nc3cc2s1 | 1.42 |
| CC1CCC(C(C)C)C(OCC(O)CN2CCN(c3ccccc3)CC2)C1 (configuration not stated) | 1.4 |
| C=CCc1ccccc1OCc1cccc(C(=O)O)c1 | 2.35 |
| COC(=O)CNC(=O)c1ccncc1Br | 1.36 |
| CCc1cc(C(=O)c2ccc(OC)cc2)c(NC(=O)CN2CCCCC2)s1 | -1.12 |
| COc1cccc(Nc2nc(C)c([N+](=O)[O-])c(Nc3cccc(OC)c3)n2)c1 | 0.32 |
| Cc1cc(C)c(NC2=NC(CO)(CO)CS2)c(C)c1 | 0.29 |
| O=C(c1sc2cc(Cl)ccc2c1Cl)N1CCCCC1 | -0.54 |
| Brc1ccc(-c2cn3ccsc3n2)cc1 | 0.01 |
| Cc1ccccc1-n1c(=O)c2ccccc2n2c(=O)[nH]nc12 | 2.24 |
| CC(C)c1nc2sc3c(NCCO)ncnc3c2c2c1COC(C)(C)C2 | -0.53 |
| CN(NC(=O)c1ccc(C(F)(F)F)cc1)c1cnn(-c2ccc(F)c(Cl)c2)c(=O)c1Cl | -0.92 |
| O=C(NCC1CC1)Nc1ccccc1F | -0.83 |
| Fc1ccc(C2=NN(c3ccccc3)C(c3ccc(F)cc3)C2)cc1 (configuration not stated) | 2.41 |
| O=C(CN1C(=O)C2CCCCC2C1=O)N1CCN(Cc2ccc3c(c2)OCO3)CC1 (configuration not stated) | 2.67 |
